Screens from PubChem.
RXFP1 antag = RXFP1 (human) relaxin receptor antagonism | HEK293-RXFP1, relaxin-stimulated cAMP HTRF, 30 min; stronger effect = lower value | Q9HBX9 | activity change, negative = inhibition, % at 57.5 µM | 0.59% of 350,000 active | AID 1259400;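 active means activity change of -60% or lower, but not beyond a set lower limit; inconclusive means change between -60% and -40%, or beyond the set limit; inactive means change above -40%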; further: on the % scale 0 is the no-effect control and ±100 the full control effect
Target sequence (Q9HBX9 whole entry, looked up): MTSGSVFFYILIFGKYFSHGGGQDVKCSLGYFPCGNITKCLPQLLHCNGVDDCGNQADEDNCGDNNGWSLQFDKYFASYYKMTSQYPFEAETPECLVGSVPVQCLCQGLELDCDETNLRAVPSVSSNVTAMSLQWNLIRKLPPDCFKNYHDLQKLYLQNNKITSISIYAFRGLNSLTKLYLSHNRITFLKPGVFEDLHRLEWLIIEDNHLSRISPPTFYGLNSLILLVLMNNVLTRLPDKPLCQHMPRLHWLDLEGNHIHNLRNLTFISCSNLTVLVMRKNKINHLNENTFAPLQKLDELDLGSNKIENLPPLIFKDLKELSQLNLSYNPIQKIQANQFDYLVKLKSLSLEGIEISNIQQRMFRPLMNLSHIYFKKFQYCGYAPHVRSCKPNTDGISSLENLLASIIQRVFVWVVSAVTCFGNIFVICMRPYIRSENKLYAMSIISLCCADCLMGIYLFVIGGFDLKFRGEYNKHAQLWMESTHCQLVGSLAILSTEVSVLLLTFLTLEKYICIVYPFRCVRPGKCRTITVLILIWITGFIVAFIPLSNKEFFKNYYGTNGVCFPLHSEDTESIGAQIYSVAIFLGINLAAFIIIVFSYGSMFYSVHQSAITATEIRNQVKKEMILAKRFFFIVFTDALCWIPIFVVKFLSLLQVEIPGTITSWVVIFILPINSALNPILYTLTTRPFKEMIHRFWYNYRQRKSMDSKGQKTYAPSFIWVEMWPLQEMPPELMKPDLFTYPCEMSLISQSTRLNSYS
Vif-APOBEC3G blk = Vif-A3G binding inhibition; 0.076% of 410,000 active; HeLa A3G-eYFP + Vif (tagged APOBEC3G with the HIV-1 protein that degrades it), YFP fluorescence, overnight; Q9HC16; Potency, µM (highest dose often 46.1 µM), inactives show top-dose activity, negative = active, actives largely listed as inhibitors;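 further: potency means the concentration at half of the fitted maximal effect; on the % scale 0 is the no-effect control and ±100 the full control effect; nearly all actives have a fitted effect of over 60% in size; hits raise eYFP signal because A3G escapes Vif-driven loss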
Target sequence (Q9HC16 whole entry, looked up): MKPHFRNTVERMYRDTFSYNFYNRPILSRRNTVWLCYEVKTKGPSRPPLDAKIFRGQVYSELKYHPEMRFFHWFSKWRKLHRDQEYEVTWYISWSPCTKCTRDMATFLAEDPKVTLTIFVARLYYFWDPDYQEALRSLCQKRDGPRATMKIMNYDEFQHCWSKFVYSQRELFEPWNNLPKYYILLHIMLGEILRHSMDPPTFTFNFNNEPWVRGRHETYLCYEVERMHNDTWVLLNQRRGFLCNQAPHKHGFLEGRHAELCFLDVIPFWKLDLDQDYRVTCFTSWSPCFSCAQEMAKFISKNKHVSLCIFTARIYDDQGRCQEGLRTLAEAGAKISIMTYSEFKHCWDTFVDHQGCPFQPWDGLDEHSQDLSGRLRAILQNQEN
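Read-out is eYFP fluorescence (Ex 488/Em 500-530) from Vif-expressing HeLa A3G-eYFP cells; more signal means A3G escaped Vif-mediated degradation. Cells plated overnight, compound pinned in, incubated overnight at 37 deg C.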
RXFP1 agonist = agonists of human relaxin receptor RXFP1. Q9HBX9. HEK293T-RXFP1 cAMP TR-FRET, 30 min; response scale: percent of porcine relaxin response, buffer zero. Potency, µM (titrated, usually from 57.5 µM), for inactives: at the highest dose activation, actives largely listed as activators. 0.3% of 370,000 active. AID 2676; further: potency means the concentration at half of the fitted maximal effect; on the % scale 0 is the no-effect control and ±100 the full control effect; nearly all actives have a fitted effect of over 60% in size; many of its hits are not listed in these tables
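HEK293T cells stably expressing RXFP1 were pretreated with the PDE4 inhibitor Ro 20174, exposed to compounds for 30 min at 37C, lysed, and cAMP was read by TR-FRET. Data normalized to buffer (basal) and 29 nM porcine relaxin (100%).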
D1 agonist = agonists of human D1 dopamine receptor; AID 504660; 1% of 360,000 active; HEK293 T-REx D1 cells, calcium flux, agonist mode; activation, % at 2 µM; in the data active means activation above about 30%; further: 0% is about no effect
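Tetracycline-induced HEK293 TREx D1 cells, force-coupled to calcium signalling, were dye-loaded with a no-wash calcium kit. Compound was pin-added after a 10 s baseline. Fluorescence was read kinetically at 1 cycle/s for 180 s, with calcium rises flagged as agonism.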
Vif-APOBEC3F blk = Vif-A3F binding inhibition. 0.2% of 390,000 active. AID 602313. HeLa A3F-eYFP + Vif (tagged APOBEC3F with the HIV-1 protein that degrades it), YFP fluorescence increase. Potency, µM (top dose mostly 46.1 µM), for inactives: top-dose activity, negative = active; further: potency means the concentration at half of the fitted maximal effect; % of control where 0% means no effect; nearly all actives have a fitted effect of over 65% in size
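HeLa cells stably expressing A3F-eYFP plus Vif, plated and incubated overnight at 37 deg C, then exposed to compounds overnight at 37 deg C. Blocked degradation read as raised yellow fluorescence (Ex 488/Em 500-530).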
D1 potentiator = potentiators of human D1 dopamine receptor. P21728. HEK293 TREx D1 cells, calcium flux, dopamine EC20 potentiation. potentiation, % at 10 µM. 0.036% of 360,000 active. AID 504651; in the data active means potentiation above about 30%; further: 0% is about no effect
Glioma ERSR ind = induces the endoplasmic reticulum stress response in human glioma cells; U87-MG GRP78 promoter luciferase reporter, 16 h; Potency, µM, inactives show at the top dose activation, most hits filed as activators; 0.02% of 420,000 active; AID 602332; further: potency means the concentration at half of the fitted maximal effect; series mostly up to about 76 µM; % of control where 0% means no effect; nearly all actives have a fitted effect of over 35% in size
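Stably transfected U87-MG human glioma cells carrying a GRP78-based luminescent sensor were seeded at 1000 cells/well, pin-dosed with compounds and incubated 16 h. Luciferase reagent was then added, and end-point luminescence was read after 10 min at room temperature.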
D2 potentiator = D2 dopamine receptor (human) potentiation; P14416; HEK293 T-REx D2, calcium flux, EC20 dopamine potentiation; potentiation, % at 10 µM; 0.34% of 340,000 active; AID 485347;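 active means potentiation over 3 SD above the plate norm, cut at about 30% in these data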; further: 0% is about no effect
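Using a no-wash calcium dye in inducible, force-coupled HEK293 Trex cells expressing D2, we tracked fluorescence each second for 180 s after compound, then for 180 s after EC20 dopamine to detect augmented signalling.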
D1 antagonist = antagonists of human D1 dopamine receptor; HEK293 TREx D1 cells, calcium flux, dopamine EC80; stronger effect = lower value; activity change, negative = inhibition, % at 10 µM; P21728; 3.2% of 360,000 active; in the data active means activity change below about -30%; further: on the % scale 0 is the no-effect control and ±100 the full control effect
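Calcium flux readout: force-coupled, inducible Hek293 Trex D1 line, cells induced overnight at 30 C with tetracycline, dye-loaded 30–90 min at RT. Antagonism scored against EC80 dopamine challenge given 180 s after compound.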
Active calls of the source: *; ? = inconclusive; . = not tested or not shown. Unless noted, the call rests on the fitted dose curve; in most records, active means well fitted curve in the direction sought with a large enough effect; inconclusive means small, poorly fitted or top-dose-only effect, or another doubt; inactive means no such curve, though single readings can be large; an effect the other way counts as inactive or inconclusive.

SMILES | RXFP1 antag | Vif-APOBEC3G blk | RXFP1 agonist | D1 agonist | Vif-APOBEC3F blk | D1 potentiator | Glioma ERSR ind | D2 potentiator | D1 antagonist
CCN(CC)S(=O)(=O)c1ccc(N=Cc2c(O)n(-c3ccccc3)c(=O)[nH]c2=O)cc1 | -6 | 1% | 1.2% | 2 | 0% | 0 | -2% | 12 | 9
Oc1ccccc1/C=N/NP(=S)(c1ccccc1)c1ccccc1 | 0 | -1% | 0.3% | 6 | 7% | -1 | 1% | -1 | 14
Cc1cccc(N2CCN(Cc3ccc4c(c3)OCO4)CC2)c1C | -31 | 4% | 2.9% | 2 | 4% | -8 | -4% | -27 | -6
O=C(c1ccc2c(c1)ncn2C1CCCCCC1)N1CCC2(CC1)OCCO2 | -2 | ? | -2.6% | 0 | -24% | 0 | -6% | 4 | 7
CCOc1ccc(-n2c(-c3ccoc3)nc3ccccc3c2=O)cc1 | 15 | 0% | 0.1% | 4 | -12% | -2 | 0% | 23 | -6
CC1OC(OC2C=C3CCC4C(CCC5(C)C(c6ccc(=O)oc6)CCC45O)C3(C)CC2)C(O)C(OC2OC(CO)C(O)C(O)C2O)C1O (centres undefined) | -15 | 1% | . | . | 4% | . | -8% | . | .
O=C(CCC(=O)N1C[C@H]2C[C@@H](C1)c1cccc(=O)n1C2)NCc1ccccc1C(F)(F)F | . | -1% | -1.7% | 1 | 4% | -2 | -2% | 0 | .
COc1ccc(CN2CCCC(C(=O)c3sccc3C)C2)cc1O (centres undefined) | -2 | -9% | 3.7% | 1 | 1% | -9 | -4% | -17 | 6
COC(=O)C1=C(c2ccc(F)cc2F)C[C@@H]2CC[C@H]1N2C(=O)NCCOc1ccc(OC)cc1 | . | 4% | 0.3% | -1 | 5% | 1 | -1% | -2 | -5
CN1CCN(Cc2nc3ccccc3n2C)CC1 | 1 | 0% | 1.7% | 2 | 0% | 4 | -3% | 3 | -9
Cn1nnc2cc(NC(=O)Nc3cccc(Cl)c3)ccc21 | -6 | 2% | ? | 1 | -6% | -5 | 2% | 13 | -1
CN(C)CCN=Cc1c(O)n(-c2cccc(C(F)(F)F)c2)c(=O)[nH]c1=O | -2 | 0% | 0.0% | 1 | -1% | -19 | -4% | -10 | 3
COc1cc(CNCCc2c[nH]c3ccccc23)cc(OC)c1OC | -4 | 2% | . | . | -8% | . | 4% | . | .
CCCOC(=O)c1ccc(-[n+]2c(-c3ccccc3)cc(-c3ccccc3)cc2-c2ccccc2)cc1 | . | -8% | -0.1% | 1 | -1% | -2 | -7% | -11 | -14
CC(C(=O)c1c[nH]c2ccccc12)N1CCN(C(=O)c2ccco2)CC1 (centres undefined) | 2 | -3% | 3.5% | 5 | 2% | -10 | -5% | -8 | -4
C[N+]12CN3CN(CN(C3)C1)C2 | 1 | 2% | 0.0% | 0 | 1% | -7 | -3% | 1 | 10
CCC(=NCCc1c[nH]c2ccccc12)c1c(O)n(C)c(=O)n(C)c1=O | -16 | 2% | 3.0% | 11 | 0% | -4 | 2% | -2 | -31*
CCN1C(=O)/C(=C\c2ccc([N+](=O)[O-])s2)C(=O)NC1=S | . | . | 7.2% | 9 | . | -2 | . | . | -23
Cc1ccc(S(=O)(=O)N2CC3CC(C2)c2cccc(=O)n2C3)cc1 (centres undefined) | 20 | 0% | 3.0% | 1 | -8% | -6 | -2% | 1 | 2
Cc1cc(-c2ccccc2)cc(-c2ccccc2)[n+]1CCc1ccccc1 | . | -12% | 1.2% | -2 | -13% | -12 | -4% | -2 | -43*
COC(=O)C(O)(c1ccc(NC(=O)Oc2ccccc2)cc1)C(F)(F)F (centres undefined) | 1 | -11% | 2.6% | 1 | -14% | 4 | -3% | 11 | 2
CC1CCc2c(sc3nc(CSc4n[nH]c(N)n4)[nH]c(=O)c23)C1 (centres undefined) | -5 | -5% | 3.0% | 2 | 1% | -2 | ? | -5 | -1
Cc1ccsc1C(=O)C1CCCN(Cc2ccc(O)cc2)C1 (centres undefined) | -12 | 1% | 0.7% | 6 | -10% | -8 | -3% | -30 | -1
OC(Cn1c2ccccc2c2ccccc21)C[n+]1ccccc1 (centres undefined) | 17 | 1% | -1.6% | 2 | 0% | 2 | -3% | -9 | 14
CC(=O)C1=C(C)OC(N)=C(C(=O)OC(C)C)C12C(=O)Nc1ccccc12 (centres undefined) | -17 | 0% | -0.4% | 1 | -5% | -3 | -5% | 9 | -14
C[C@]12CCC(=O)C=C1CCC1C2CC[C@@]2(C)C1CC[C@@]2(O)CC#N (some centres undefined) | -21 | -3% | -0.6% | 2 | 0% | 4 | -1% | 13 | 5
COc1ccccc1OCC#CCN1CCCC1 | 8 | -3% | 1.3% | 0 | -4% | 2 | -8% | -26 | -9
O=C1NC(=O)C(=Cc2ccc(SC3CCCCC3)o2)C(=O)N1 | ? | -27% | 2.5% | 0 | ? | 5 | -14% | 1 | -2
CC1CC(OC(=O)c2ccccc2)(c2ccccc2)C(C)CN1C (centres undefined) | -4 | -1% | -1.6% | 12 | -11% | 3 | -1% | 6 | 3
CC(C(=O)c1c[nH]c2ccccc12)N1CCSCC1 (centres undefined) | 1 | 0% | 2.5% | 3 | -5% | -2 | 0% | 11 | 10
Cc1ccc(S(=O)(=O)NCCC(=O)Nc2ccc(Cl)cc2C(=O)c2ccccc2)cc1 | -14 | 5% | -1.6% | 3 | -6% | 2 | -4% | 0 | 22
C=CCN(CC=C)Cc1c[nH]c2ccccc12 | -4 | -1% | -0.2% | 8 | -11% | -3 | 1% | 12 | -6
Nc1ccc2c3c(cccc13)CC2 | 11 | ? | -1.1% | 5 | ? | 2 | -5% | -6 | 0
C[C@]12CCC3C(CC[C@H]4C[C@@H](O)CC[C@]34C)C1CC[C@@H]2OC(=O)[C@H](N)CCCCN (some centres undefined) | -7 | -5% | . | . | -10% | . | -6% | . | .
Cc1ccnc(-n2c(C)cc(/C=C3\C(=O)NC(=S)N(C)C3=O)c2C)c1 | -31 | ? | 3.7% | 1 | 7% | -4 | -1% | -5 | 14
O=c1[nH]c(=O)n(CCc2ccc(F)cc2)c(O)c1/C=N/N1CCCCC1 | -8 | 2% | 2.6% | 1 | ? | -10 | 4% | 10 | -3
Cc1ccccc1NP(=O)(Oc1ccccc1F)Oc1ccccc1F | . | -1% | 3.2% | 3 | 4% | 6 | -4% | -5 | -2
c1ccc(-c2ccc(-c3n(-c4ccccn4)c4ccccc4[n+]3-c3ccccn3)cc2)cc1 | -6 | -4% | 2.8% | 2 | ? | -3 | -7% | 4 | -13
CSc1nc2ccc(C)cc2c(=O)n1-c1cccnc1 | 0 | 0% | 1.4% | 4 | 2% | -1 | 2% | 9 | 7
O=C1NC(=O)N(c2ccc3c(c2)OCO3)C(=O)/C1=C\c1ccc(-c2ccccc2C(=O)O)o1 | -13 | -3% | -0.3% | 2 | 0% | -3 | -4% | 7 | 1
CCN1CCN(Cc2ccc(C)cc2)CC1 | -1 | 4% | 0.4% | 2 | 5% | -5 | -3% | 5 | 3
Cc1ccc2cccc(OC(=O)N(C)c3ccccc3)c2n1 | -7 | 0% | 2.8% | 3 | 1% | 4 | -3% | 0 | 1
COC(=O)C1=C(c2ccc(F)cc2OCc2ccccc2)C[C@@H]2CC[C@H]1N2C(=O)NCc1ccccc1C(F)(F)F | . | 0% | 0.5% | 0 | 7% | -3 | -4% | 4 | -5
O=C(NCC1=C(c2cccc3ccccc23)C[C@@H]2CC[C@H]1N2Cc1ccco1)c1cccnc1 | 4 | 6% | . | . | -3% | . | -2% | . | .
Brc1ccc(Oc2ccc(Br)cc2Br)c(Br)c1 | . | -3% | -0.3% | 5 | 6% | -3 | 1% | 1 | .

Another view of two compounds above:
Under each structure: RXFP1 antag, Vif-APOBEC3G blk, RXFP1 agonist, D1 agonist, Vif-APOBEC3F blk, D1 potentiator, Glioma ERSR ind, D2 potentiator, D1 antagonist
- COC(=O)C1=C(c2ccc(F)cc2OCc2ccccc2)C[C@@H]2CC[C@H]1N2C(=O)NCc1ccccc1C(F)(F)F
→ ., 0%, 0.5%, 0, 7%, -3, -4%, 4, -5
- Brc1ccc(Oc2ccc(Br)cc2Br)c(Br)c1
→ ., -3%, -0.3%, 5, 6%, -3, 1%, 1, .

Carrying on.
SMILES | RXFP1 antag | Vif-APOBEC3G blk | RXFP1 agonist | D1 agonist | Vif-APOBEC3F blk | D1 potentiator | Glioma ERSR ind | D2 potentiator | D1 antagonist
Cn1cccc1CN1CCN(C(=O)COc2ccccc2)CC1 | 9 | 1% | 0.2% | 3 | -12% | 2 | 7% | -8 | 7
CN(C)C1(CNC(=O)c2ccc(NS(=O)(=O)c3ccc(Cl)c(Cl)c3)cc2)CCCCC1 | -17 | -2% | -1.1% | 2 | 1% | -6 | -2% | 0 | 22
COc1ccc(CC(C)NCCc2ccc(OC)c(OC)c2)cc1 (centres undefined) | -13 | 1% | 0.2% | 2 | 3% | 3 | -2% | 1 | 11
COc1cc2c(c(OC)c1O)-c1ccc(OC)c(=O)cc1C(NC(=O)C(F)(F)F)CC2 (centres undefined) | 7 | -56% | . | . | -11% | . | -3% | . | .
O=C1NC(=O)N(Cc2ccc(F)cc2)C(=O)/C1=C\c1ccoc1 | -5 | 2% | -1.4% | 28 | 25µM* | -3 | -6% | -5 | -3
c1cncc(CNCCc2ccc3c(c2)OCO3)c1 | -2 | -1% | 0.6% | 0 | 0% | -2 | -7% | 2 | -4
CCC1(CC)C(=O)NC(=Nc2cccc(C(F)(F)F)c2)NC1=O | 5 | 1% | 0.0% | 31* | -9% | -9 | -4% | 0 | 1
BrCC(Br)C1CCC(Br)C(Br)C1 (centres undefined) | . | -1% | 1.5% | 0 | 6% | 4 | 1% | . | .
Cc1ccn2nc(S(=O)(=O)Nc3c(F)cccc3F)nc2n1 | -7 | 2% | 1.0% | 4 | -9% | -3 | -2% | 6 | -14
O=C1NC(=S)NC(=O)C1=Cc1cccc2cc3ccccc3cc12 | -12 | ? | -0.7% | 2 | -7% | -3 | -13% | 10 | -7
O=c1c(C=NCCN2CCNCC2)c(O)n(C2CCCCC2)c(=O)n1C1CCCCC1 | -8 | 1% | 0.7% | 1 | 0% | -2 | -3% | 14 | 17
CN(C)c1ccc2c(c1)N=C(c1ccco1)OP2(=S)N1CCOCC1 (centres undefined) | -8 | 0% | 1.9% | 1 | -1% | -1 | 8% | -6 | 6

Some of the compounds tested; count on the stated rates, not on these rows.
